aSyn yeast rescue: qHTS of alpha-syn Inhibitors: NCGC Sytravon Library Screen. S. cerevisiae alpha-synuclein toxicity rescue, BacTiter-Glo growth, 24 h. Potency, µM (top dose mostly 46.1 µM), for inactives: top-dose growth rescue (activation), actives largely listed as activators. hit rate 0.02% among 94,000. AID 1347070, 2019; active = well fitted activation curve with a large enough effect; inconclusive = small, poorly fitted or top-dose-only effect; also: 0% is about no effect
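Growth restoration measured by BacTiter-Glo luminescence after 24 hr at 30 deg C; alpha-synuclein yeast, raffinose-pregrown to mid-log, were added at OD600=0.02 in galactose medium onto pinned compounds.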
An asterisk follows results filed as active; ? = inconclusive; [ ] = dose if it differs, or a comment. Potency is read from the fitted curve at half-maximal effect.

| smiles | aSyn yeast rescue |
| --- | --- |
| CCn1c(=O)c(=O)[nH]c2cc(C(=O)NC3CCCC3)ccc21 | -13% |
| CCN(CC)c1ccc(S(=O)(=O)N2CCOCC2)cc1NC(=O)COC(=O)C1=COCCO1 | 0% |
| CCC(C(=O)N1CCN(c2ccccc2)CC1)n1nc(C)n2c(cc3sccc32)c1=O (configuration not stated) | -2% |
| CCOC(=O)Cc1cc(=O)n2[nH]c(C(C)(C)C)cc2n1 | -7% |
| O=C(CSc1cc(Cl)ccc1Cl)NCCCn1ccnc1 | 2% |
| CCOC(=O)c1ccc(NC(=O)CCc2nc3cccnc3n2Cc2cccs2)cc1 | -3% |
| Cc1cc(C)c(NC(=O)C2CCN(c3nnc(C)c4c(C)n(-c5ccccc5)nc34)CC2)c(C)c1 | -8% |
| CCOc1ccccc1N1Cc2cc(C)c(C)cc2C1 | 0% |
| CCOC(=O)C1CCN(C(c2cccc(OC)c2)c2sc3nc(C)nn3c2O)CC1 (configuration not stated) | -3% |
| Cc1cc(NC(=O)CSc2c3c(nc4ccccc24)CCC3)no1 | 3% |
| CCOc1ccccc1CNC(=O)c1cc(-c2ccc(C)c(C)c2)nc2ccccc12 | -2% |
| Cc1ccc(S(=O)(=O)c2cnc(SCC(=O)Nc3ccccc3C(F)(F)F)[nH]c2=O)cc1C | -7% |
| Cc1cc(C)c(NC(=O)CN2C(=O)NC(Cc3ccccc3)C2=O)c(C)c1 (configuration not stated) | -1% |
| Cc1cccn2c(=O)c3cc(C(=O)NCc4ccco4)c(=N)n(CCc4ccccc4)c3nc12 | 4% |
| CCN(CC)C(=O)c1nc(-c2cccc3ccccc23)no1 | -5% |
| CCOc1ccccc1NC(=O)COC(=O)/C=C/c1ccc(OC)c(OC)c1 | -1% |
| Brc1ccc2oc(-c3ccn[nH]3)cc2c1 | -11% |
| Cc1cccc(NC(=O)CCn2cnc3ccccc3c2=O)c1 | -8% |
| CCCCc1cc(=O)oc2cc(OCC(=O)N3CCC(C(N)=O)CC3)ccc12 | 3% |
| O=C(Cn1ncn2nc(-c3cccs3)cc2c1=O)NCc1ccc(Cl)cc1 | 2% |
| Cc1csc2nc(COC(=O)c3cccc(NC(=O)COc4ccc(Cl)cc4)c3)cc(=O)n12 | 8% |
| Cn1c(=O)oc2cc(S(=O)(=O)NCCN3CCN(c4ccccc4F)CC3)ccc21 | -6% |
| COc1cc(C2CC(=O)N3CN(Cc4ccccc4)CSC3=C2C#N)ccc1OCc1ccccc1 (configuration not stated) | -3% |
| COc1ccc(C(=O)Nc2nc3ccc(S(C)(=O)=O)cc3s2)cc1OC | 2% |
| CCCC1NC(=O)c2cccnc2-n2c1nc1ccccc1c2=O (configuration not stated) | 2% |
| Cc1onc(-c2ccccc2)c1C(=O)OCc1nnc(-c2ccccc2)o1 | -44%[inhibitor] |
| Cc1ccc(-c2nc3ccccc3nc2NN)cc1 | -1% |
| NC(=O)c1cc(N=Nc2c(N)[nH]n(-c3c(Cl)cc(Cl)cc3Cl)c2=O)ccc1Cl | 1% |
| N#Cc1ccccc1NC(=O)c1cnc(N2CCOCC2)c2ccccc12 | -8% |
| COc1ccc(Cn2c(SCc3ccc(C(=O)NC(C)C)cc3)nc3cccnc32)cc1 | -4% |
| COc1ccc(-c2nnc(Nc3ccc(OC)c(C(N)=O)c3)c3ccccc23)cc1 | -9% |
| CC1CCC(NC(=O)C2(C)Cc3ccccc3C(=O)N2Cc2ccc(F)cc2)CC1 (configuration not stated) | 1% |
| COc1ccc(O)c(C2Nc3ccccc3-n3c(-c4ccccc4)c4c(=O)n(C)c(=O)n(C)c4c32)c1 (configuration not stated) | 0% |
| CC(C)NC(=O)NNC(=O)Cn1nnc(-c2cccc(Cl)c2Cl)n1 | 1% |
| COc1ccc(/C=C/C(=O)NC(=S)Nc2ccc(S(=O)(=O)Nc3nccnc3OC)cc2)cc1 | 5% |
| COc1ccc(-c2cn(-c3ccccc3)nc2CO)cc1 | 5% |
| Cc1cccc(N2CCN(CCNC(=O)C3COc4ccccc4C3)CC2)c1C (configuration not stated) | -2% |
| O=C(CSc1nnc(NC(=O)c2c(F)cccc2F)s1)NC1CCCCC1 | -8% |
| Fc1c(CSC(=S)N2CCOCC2)cccc1CSC(=S)N1CCOCC1 | -10% |
| CCOc1cc(C(=O)N(C)CC(=O)Nc2cccc(F)c2)ccc1OCC(=O)N1CCOCC1 | -1% |
| Cc1cccc(-c2noc(-c3ccccc3OCC(=O)Nc3ccc([N+](=O)[O-])cc3)n2)c1 | 6% |
| O=S(=O)(Nc1ccc(-n2cnnn2)cc1)c1cccc(Cl)c1 | -6% |
| CNc1nc(N/N=C/c2cc([N+](=O)[O-])ccc2F)nc(Nc2ccccc2)n1 | -5% |
| CC(C)CC(=O)NNC(=S)NCc1ccco1 | -6% |
| O=C1CC2(CCN(C(=O)c3ccc(Cl)cc3)CC2)Oc2ccccc21 | 5% |
| CCOC(=O)c1c(-c2ccc(C)cc2)csc1NC(=O)c1nc(SCC)ncc1Cl | -8% |
| COc1ccc(-n2c(-c3ccc(C)cc3)cc3c2CC(C)(C)CC3=O)cc1Cl | -11% |
| O=C(CNS(=O)(=O)c1ccc(F)cc1)N1CCCCCC1 | 6% |
| CCCc1nnc(SCC(=O)NC2CCCCC2)n1CCOC | -11% |
| O=S(=O)(c1ccccc1)C(Br)S(=O)(=O)c1ccccc1 | 4% |
| CCOc1c(Cl)cc(CNc2ccc3[nH]c(=O)[nH]c3c2)cc1OC | -7% |
| Cc1ccc(-n2c(SCC(=O)N/N=C/c3ccccc3C(=O)O)nnc2-c2ccc(Cl)cc2)cc1 | 8% |
| N#Cc1cc2c(=O)n3ccccc3nc2n(Cc2cccnc2)c1=O | -1% |
| COC(=O)[C@@H](NC(=O)CCc1nnc(-c2ccsc2)o1)C(C)C | 6% |
| Cc1cc(NC(=O)CSc2nc3ccccc3cc2C#N)no1 | 8% |
| Cc1c(C(=O)Nc2ccc(F)cc2F)oc2ccc3c(c12)C(=O)CC(C)(C)O3 | -1% |
| CSc1nc(N)n(-c2cc(C(F)(F)F)ccn2)n1 | 14% |
| O=S(=O)(c1ccc(F)cc1)c1snnc1-c1ccccc1 | ? |
| O=C(CCC(=O)c1cccs1)Nc1ncccc1O | -15% |
| COc1nsnc1N1CCOCC1 | 4% |

(next part)
compound	aSyn yeast rescue
NC(=O)c1cc([N+](=O)[O-])ccc1NCCN1C(=O)c2ccc(C(=O)O)cc2C1=O	4%
O=C(Cn1cc(SCc2ccccc2F)c2ccccc21)N1CCCCC1	4%
CCc1nn(CC(=O)N2CCN(c3cccc(C(F)(F)F)c3)CC2)c(=O)c2cccn12	-19%
Cc1ccc(C)c(-c2nc(Cn3c(=O)cc(-c4ccccc4)c4c(C)nn(C)c43)c(C)o2)c1	-10%
O=C(COC(=O)C1C2CC3OC(=O)C1C3C2)Nc1cccc(C(F)(F)F)c1 (configuration not stated)	-2%
COCCCNC(=S)N1CCN(C)CC1	-2%
Cc1ccc2c(c1)NC(c1cccnc1)=NC(c1ccc(F)cc1)=N2	-6%
COc1cc(OC)c(N(C)S(=O)(=O)c2cccc(C(=O)OCC(=O)NCc3ccco3)c2)cc1Cl	9%
Cc1ccc(NC(=O)OCc2cc(-c3ccccc3)on2)cc1	8%
O=C(Cc1ccc(Cl)cc1)Nc1ccc2oc(=O)ccc2c1	-8%
Cc1cccc(OCc2nc(CC(=O)Nc3ccc(C)cc3C)cs2)c1	5%
CC(=O)c1ccc(N2CCN(CC(O)COC(c3ccccc3)c3ccccc3C)CC2)cc1 (configuration not stated)	-6%
CCNC(=O)NC(=O)C(C)OC(=O)[C@H](C)NS(=O)(=O)c1c(C)c(C)cc(C)c1C (some centres not stated)	11%
Nc1[nH]c(=S)nc2nc(-c3ccccc3)c(-c3ccccc3)nc12	1%
COc1ccc(CNC(=O)C(C)NCc2ccc(S(N)(=O)=O)cc2)cc1 (configuration not stated)	0%
O=C(NCCc1ccc(Cl)cc1)Nc1ccc(F)cc1	-8%
COc1ccc(C(=O)Nc2ccc3c(c2)N(C2CCCC2)C(=O)c2ccccc2S3)cc1OC	3%
CCN(CC)CCNC(=O)Cn1ncc2c([nH]c3ccccc32)c1=O	11%
N#Cc1ccc2c(=O)n(-c3ccccc3)sc2c1	-75%[inhibitor]
Cc1ccccc1CNC(=O)c1ccc(-n2c(C)cc3c2CCCC3)cc1	-8%
CCOC(=O)N1CCN(C(=O)CS(=O)Cc2nc(-c3cccc(C)c3)oc2C)CC1 (configuration not stated)	-7%
C#CCn1cc2c(c1-c1ccccc1)c(=O)n(C)c(=O)n2C	3%
COc1ccc(-c2cn3c(n2)sc2cc(C(=O)N4CCCCC4)ccc23)cc1	7%
COc1ccccc1NC(=S)N(CCN(C)C)C(C)c1ccncc1 (configuration not stated)	-5%
CC(=O)c1cccc(NC(=O)C2=CC(c3ccco3)=NS(=O)(=O)N2C)c1	5%
O=C(CSc1nc2c([nH]c3ccccc32)c(=O)n1-c1ccc(F)cc1)NCc1ccc(F)cc1	5%
CCN(CC)C(=O)C(=O)Nc1ccc(OCc2ccccc2)cc1	1%
CCN(CC(=O)Nc1ccccc1C(F)(F)F)C(=O)C1CC(=O)N(Cc2ccccc2)C1 (configuration not stated)	5%
Cc1ccc2c(c1)Oc1ccccc1C=C2C(=O)O	12%
CCCCN1CC(C)(C)[C@H](CC(=O)NC)C1=O	-1%

Next section; the last four above are carried over.
compound	aSyn yeast rescue
CCN(CC)C(=O)C(=O)Nc1ccc(OCc2ccccc2)cc1	1%
CCN(CC(=O)Nc1ccccc1C(F)(F)F)C(=O)C1CC(=O)N(Cc2ccccc2)C1 (configuration not stated)	5%
Cc1ccc2c(c1)Oc1ccccc1C=C2C(=O)O	12%
CCCCN1CC(C)(C)[C@H](CC(=O)NC)C1=O	-1%
CC(C)COC(=O)N(C)C[C@@H]1OCc2cnnn2CCCC(=O)N([C@@H](C)CO)C[C@H]1C	5%
O=C1Nc2ccccc2Oc2cc(Oc3ccc(Cl)cc3)ccc21	-12%
Cc1ccc(NC(=S)/C(C#N)=C2/Nc3ccccc3S2)cc1	-34%[inhibitor]
Cc1cc(C)cc(N=c2c([N+](=O)[O-])nn(-c3ccc(Cl)cc3)n2O)c1	-5%
Cc1c(C(=O)O)cnc2c([N+](=O)[O-])cnn12	-22%
O=C(CCN1CCN(C(=O)c2ccccc2)CC1)c1ccc(Br)cc1	-20%
Cc1ccc(Cl)cc1NC(=O)N1CCN(C)c2ncccc21	-5%
CCON1C(=O)C(C)(C)N(OCC)C(=O)C1(C)C	-3%
Cc1ccc(NC(=O)Cn2c(=O)n(CCCCCC(=O)NCc3ccc(F)cc3)c(=O)c3sccc32)c(C)c1	-4%
CCOCCCNC(=O)Cn1nc(-c2ccc(OC)c(OC)c2)ccc1=O	-10%
COc1ccc(Cl)cc1S(=O)(=O)N1CCC(C(=O)NCc2ccccn2)CC1	0%
COc1ccccc1CNC(=O)CSc1cc(C)[nH]c(=O)n1	-9%
CN1CCN(C(CNC(=O)c2ccccc2)c2ccc3c(c2)OCO3)CC1 (configuration not stated)	4%
COc1cc(/C=C(/C#N)c2nc3ccccc3[nH]2)ccc1OCC(=O)Nc1ccccc1C(C)C	-15%
CCOc1ccccc1-c1noc(CCC(=O)Nc2cccnc2)n1	-10%
CCOc1ccccc1NC(=O)C(=O)Nc1ccc2nc3n(c(=O)c2c1)CCCCC3	-5%
CCn1c2ccccc2c2cc(CN3CCN(Cc4cccc(Cl)c4)CC3)ccc21	-33%[inhibitor]
CCN(CC)S(=O)(=O)c1cccc(NC(=S)NC(=O)/C=C/c2ccc(S(=O)(=O)N3CCOCC3)cc2)c1	-2%
CCc1ccc(CNC(=O)CSc2cc(=O)n(C)c3ccc(Cl)cc23)cc1	7%
COc1ccccc1C(=O)Nc1cccc(C(=O)OCc2cc(=O)n3cc(C)sc3n2)c1	1%
O=C(c1ccc2c(c1)N(Cc1ccc(Cl)cc1)C(=O)c1ccccc1S2(=O)=O)N1CCCCC1	24%
O=C(c1cccc(NC2=NC3CS(=O)(=O)CC3S2)c1)N1CCN(c2ccc(F)cc2)CC1 (configuration not stated)	-10%
CCCCN(CC)C(=O)CSc1nc2n[nH]c(C)c2c(=N)n1-c1cccc(C)c1	9%
Cc1ccc(C)c(N2CCN(CCCNC(=O)C3COc4ccccc4C3)CC2)c1 (configuration not stated)	4%
Cn1cc(S(=O)(=O)N2CCCCC2)cc1C(=O)N1CCN(c2ccccc2F)CC1	-7%
Cc1ccc(C)c(CSc2cn(CC(=O)N3CCCC3)c3ccccc23)c1	23%
CSc1cccc(NS(=O)(=O)c2ccc3[nH]cc(C(=O)N4CCCC4)c(=O)c3c2)c1	2%
Cc1c(NN=C(C#N)C#N)c(=O)n(-c2ccccc2)n1C	11%
CCOC(=O)CNC(=O)CSc1nc(C(C)C)nc2c1cnn2-c1ccccc1	13%
C[C@H](CO)N1C[C@H](C)[C@H](CN(C)C(=O)Nc2ccc(F)cc2)OCc2ccccc2-c2c(n(C)c3ccccc23)C1=O	-2%
C[C@H](CO)N1C[C@H](C)[C@H](CN(C)C(=O)c2ccccn2)Oc2cc(C#Cc3ccc(F)cc3)ccc2S1(=O)=O	-5%
C=C(C)CNC(=S)N/N=C/c1ccco1	13%
COC(=O)c1cc2oc3ccccc3c2n1CC(=O)Nc1ccc(Cl)cc1F	-11%

Nothing new here: 5 of the compounds above.
compound	aSyn yeast rescue
CCCCN(CC)C(=O)CSc1nc2n[nH]c(C)c2c(=N)n1-c1cccc(C)c1	9%
Cc1ccc(C)c(N2CCN(CCCNC(=O)C3COc4ccccc4C3)CC2)c1 (configuration not stated)	4%
Cn1cc(S(=O)(=O)N2CCCCC2)cc1C(=O)N1CCN(c2ccccc2F)CC1	-7%
Cc1ccc(C)c(CSc2cn(CC(=O)N3CCCC3)c3ccccc23)c1	23%
CSc1cccc(NS(=O)(=O)c2ccc3[nH]cc(C(=O)N4CCCC4)c(=O)c3c2)c1	2%

Given field by field: entries from further up
> CCNC(=O)NC(=O)C(C)OC(=O)[C@H](C)NS(=O)(=O)c1c(C)c(C)cc(C)c1C (some centres not stated)
  aSyn yeast rescue: 11%
> O=C(NCCc1ccc(Cl)cc1)Nc1ccc(F)cc1
  aSyn yeast rescue: -8%

Only part of the results is shown. The share of hits here may be higher or lower than overall.
